PRMT1 inh: blocks human protein arginine methyltransferase 1. 370,000 tested, 1.3% active. inhibition, % at 2.79 µM. recombinant PRMT1, activity-based probe fluorescence polarization. AID 652257;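 active means inhibition above about 21% made by adding two undisclosed values, limit read from the data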
HTRA1 inhibitor: blocks human HTRA1 serine peptidase; 340,000 tested, 0.5% active; inhibition, % at 5.96 µM; recombinant HTRA1, FP-rhodamine activity-based probe, fluorescence polarization; in the data active means inhibition above about 36%;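 further: 0% = enzyme with DMSO and 100% = wells lacking enzyme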
Target sequence (Q92743 whole entry, looked up): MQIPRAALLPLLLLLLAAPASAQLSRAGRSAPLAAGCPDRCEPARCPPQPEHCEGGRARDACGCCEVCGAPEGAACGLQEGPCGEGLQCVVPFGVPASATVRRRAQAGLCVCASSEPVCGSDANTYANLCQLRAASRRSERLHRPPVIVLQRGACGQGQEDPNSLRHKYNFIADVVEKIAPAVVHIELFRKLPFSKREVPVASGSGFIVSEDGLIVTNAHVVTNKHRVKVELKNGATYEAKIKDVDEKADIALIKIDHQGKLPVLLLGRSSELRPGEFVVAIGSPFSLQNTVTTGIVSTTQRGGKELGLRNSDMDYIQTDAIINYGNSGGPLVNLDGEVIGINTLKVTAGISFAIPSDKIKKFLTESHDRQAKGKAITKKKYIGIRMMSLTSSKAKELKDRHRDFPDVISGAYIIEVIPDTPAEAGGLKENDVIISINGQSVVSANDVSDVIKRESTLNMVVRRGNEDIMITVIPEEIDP
UHRF1 binding: human UHRF1 methylated DNA binding inhibitors | inhibition, % at 4.4 µM | UHRF1 binding to methylated oligo, TR-FRET | AID 687016 | 370,000 tested, 0.75% active; in the data active means inhibition above about 21%;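 further: UHRF1 SRA domain binding a hemimethylated CpG hairpin DNA probe; 0% = median of test compound wells and 100% = reference inhibitor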
GC-A act: GC-A (human) enzyme activation; HEK293 GC-A cells, cGMP TR-FRET, EC30 ANP; 0% at EC30 ANP, 100% saturating ANP; 370,000 tested, 0.14% active; activation, % at 10 µM; in the data active means activation above about 40%
GC-B act: GC-B (human) receptor activation. HEK293-GC-B cells, CNP EC30, cGMP TR-FRET; 0% at EC30 CNP, 100% saturating CNP. activation, % at 10 µM. 370,000 tested, 0.11% active. AID 1920062;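 active means activation at 10 µM reaching about 35% in either raw or pattern-adjusted values, limit read from the data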
MBD2 DNA inh: inhibitors of human MBD2 binding to methylated oligonucleotide | Q9UBB5 | TR-FRET | inhibition, % at 4.4 µM | 370,000 tested, 0.31% active | AID 686964; in the data active means inhibition above about 13%
ABHD4 inh: ABHD4 (mouse) inhibition, primary FP screen; Q8VD66; purified mABHD4, FP-Rh probe fluorescence polarization; inhibition, % at 8.92 µM; 370,000 tested, 0.54% active; AID 720543;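 active means inhibition exceeding the mean over every tested compound plus 3 SD, cut at about 30% in these data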;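 further: 0% = plate median of compound wells and 100% = S159A mutant with DMSO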
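Assay system: Wild-type mouse ABHD4 protein | Medium: HEPES pH 7.0 buffer, 150 mM NaCl, 0.01% Pluronic F-127 | Incubation: Enzyme–compound pre-incubation 45 min, then probe 60 min, both 25 °C | Technique: Fluorescence polarization with parallel and perpendicular emission, 525/598 nm | Evaluation: % inhibition of FP-Rh probe binding versus controls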
rCAG binder: molecules binding r(CAG) RNA repeats. r(CAG) RNA repeat, TO-PRO-1 dye displacement fluorescence. inhibition, % at 3 µM. 370,000 tested, 1.3% active;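 active means inhibition above the plate cutoff, the mean of all test compounds on that plate plus 3 SD, cut at about 35% in these data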;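 further: 0% = DMSO alone and 100% = 100 µM mitoxantrone as full dye displacement; higher means more dye released from RNA so lower well fluorescence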
SIAE primary: human SIAE inhibition, primary screen. SIAE FP-Rh probe binding, fluorescence polarization. inhibition, % at 9.66 µM. 370,000 tested, 0.69% active. AID 1053197;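 active means inhibition above a cutoff: mean of compounds within the control limits plus 3 SD of those, cut at about 17% in these data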;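 further: 0% = plate median of compound wells and 100% = probe without SIAE protein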
Target sequence (Q9HAT2 whole entry, looked up): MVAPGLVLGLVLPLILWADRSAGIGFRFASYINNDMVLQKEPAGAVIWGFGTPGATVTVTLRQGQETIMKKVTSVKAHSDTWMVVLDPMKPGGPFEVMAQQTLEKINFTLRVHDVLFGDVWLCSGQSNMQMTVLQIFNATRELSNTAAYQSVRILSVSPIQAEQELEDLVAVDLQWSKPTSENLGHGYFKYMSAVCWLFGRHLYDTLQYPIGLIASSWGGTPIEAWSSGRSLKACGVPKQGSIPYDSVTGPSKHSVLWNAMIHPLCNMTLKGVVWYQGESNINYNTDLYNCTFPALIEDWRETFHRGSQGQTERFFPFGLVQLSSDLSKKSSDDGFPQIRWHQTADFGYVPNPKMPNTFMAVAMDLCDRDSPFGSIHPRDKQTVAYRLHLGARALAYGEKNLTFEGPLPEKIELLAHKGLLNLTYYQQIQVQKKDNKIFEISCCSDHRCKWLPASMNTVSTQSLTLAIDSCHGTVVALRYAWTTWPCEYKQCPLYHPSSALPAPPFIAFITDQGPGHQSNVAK
TCR CD3 inh: human TCR-CD3 binding inhibition; 360,000 tested, 0.37% active; AID 651800; inhibition, % at 9.4 µM; TAMRA-labeled TCR probe fluorescence, biochemical; in the data active means inhibition above about 19%;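 further: recombinant mutant TCR 2C K166C tagged with TAMRA read by polarization; 0% = receptor in buffer alone and 100% = receptor with positive control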
* marks the source's active call; other numbers are inactive results; . = no result given.

SMILES	PRMT1 inh	HTRA1 inhibitor	UHRF1 binding	GC-A act	GC-B act	MBD2 DNA inh	ABHD4 inh	rCAG binder	SIAE primary	TCR CD3 inh
COc1ccc(CCNC(=O)CSCc2ccc(Cl)cc2)cc1OC	-1	-3	-1	-7	-4	-7	-10	-5	3	3
COc1ccc(-c2nc(SC(CC(=O)NCCO)c3cccs3)n[nH]2)cc1 (stereo not given)	-4	-1	9	1	5	-4	3	-2	0	8
O=[N+]([O-])c1cccc(/C=C/c2nc3ccc([N+](=O)[O-])cc3[nH]2)c1	0	-35	1	17	6	-6	-3	11	-17	6
COCCNC(=O)c1c[nH]n2c(=O)cc(C3CCN(C(=O)OC(C)(C)C)CC3)nc12	-2	-2	-2	0	7	-2	4	24	-3	3
COc1ccc(NC(=O)N(C)C[C@@H]2OCc3cn(nn3)CCCC(=O)N([C@H](C)CO)C[C@H]2C)c(OC)c1	-1	2	0	2	0	0	-1	0	3	-1
O=C(/C=C\c1ccccc1)Oc1cccc2cccnc12	3	15	1	1	0	3	-8	-7	-3	-1
COc1cc(C(=O)O/N=C(\N)Cc2ccc([N+](=O)[O-])cc2)cc(OC)c1OC	5	.	2	4	6	-5	5	-5	0	-1
CC(C)NC(=O)CN1C(=O)c2cccc3cccc1c23	3	0	-6	-2	-4	-7	2	0	8	3
CC1(C)SC(=S)N(/N=C/c2ccccc2O)C1N(O)C(=O)Nc1ccccc1 (stereo not given)	5	2	2	-2	-2	6	-16	6	-12	-1
CS(=O)(=O)c1ccc(Cl)c(NC(=O)c2cccc(Br)c2)c1	-1	-4	-3	2	1	-4	-3	0	2	-4
Cc1c(C(C)(C)C)s/c(=N/S(=O)(=O)c2ccccc2)n1C	1	-5	5	1	-1	3	-1	-4	6	-5
Cc1ccc(C(=O)Nc2c(C)cc(C)c3cccnc23)cc1	1	-31	-1	-8	-3	-2	2	4	2	14
Cc1cc(CN2C(=O)c3ccccc3C2=O)no1	1	10	2	-2	-1	-3	2	-2	4	2
O=C(c1ccccc1)c1ncc[nH]1	-3	0	-2	3	5	4	4	0	5	2
C/C(=N\Nc1ccc(Cl)cc1)c1c(O)cc(C)oc1=O	-2	.	0	2	0	3	2	6	7	4
CCc1cccc(NS(=O)(=O)c2ccc3c(c2)NC(=O)C(C)S3)c1 (stereo not given)	1	-20	1	-5	-4	1	17	7	0	1
COc1ccc([C@H]2CC(=O)C=C(c3cc(F)ccc3F)C2)cc1OC	-3	-4	-1	8	27	0	-2	-6	6	-4
CC(NC(=O)CSc1cccc(C(F)(F)F)c1)c1ccccc1 (stereo not given)	1	-3	-2	-2	3	-8	-9	-4	-2	3
Cc1ccc(NC(=O)[C@H](Cc2c[nH]c3ccccc23)NC(=O)[C@@H]2Cc3ccccc3CN2)c(C)c1	7	-16	0	-5	-4	6	3	7	7	-7
Cc1ccc(F)cc1S(=O)(=O)NCc1ccc(N2CCN(C)CC2)cc1	-1	.	1	1	2	2	5	1	7	6

Three of the entries above in order of their number in GC-B act, low to high.
Compound,GC-B act
Cc1ccc(NC(=O)[C@H](Cc2c[nH]c3ccccc23)NC(=O)[C@@H]2Cc3ccccc3CN2)c(C)c1,-4
Cc1ccc(C(=O)Nc2c(C)cc(C)c3cccnc23)cc1,-3
COc1ccc(-c2nc(SC(CC(=O)NCCO)c3cccs3)n[nH]2)cc1 (stereo not given),5

The results go on.
SMILES	PRMT1 inh	HTRA1 inhibitor	UHRF1 binding	GC-A act	GC-B act	MBD2 DNA inh	ABHD4 inh	rCAG binder	SIAE primary	TCR CD3 inh
O=C(CCc1nc2sc3c(c2c(=O)[nH]1)CCCC3)NCCOc1ccccc1	3	-13	0	-4	-5	-2	4	15	-5	2
N#C/C(=C\C1CC2C=CC1C2)c1nc2ccccc2[nH]1 (stereo not given)	4	-2	-4	-3	4	0	13	9	-2	-2
Cc1ccccc1C(=O)Nc1nnc(S(=O)(=O)N2CCCCCC2)s1	0	-8	-3	4	-2	4	-2	14	-3	6
CC(=O)c1cccc(NC(=O)c2ccc(S(=O)(=O)N3CCCC3)cc2)c1	3	-4	-3	-2	-7	-2	-2	1	-7	6
Clc1ccc(-c2c[n+](Cc3ccc(Cl)cc3Cl)c3n2CCCCC3)cc1	1	-5	5	2	3	-3	4	11	5	-7
O=C(OC(C(=O)NCc1ccccc1)c1ccccc1)c1ccco1 (stereo not given)	-2	2	-1	-12	0	1	2	-2	-1	4
COc1ccccc1C(=O)NCCC(=O)N(C)CC(=O)Nc1ccccc1Br	0	0	0	0	3	3	-2	-7	11	0
Cn1c(=O)c2c(ncn2CC(=O)OCC(=O)c2ccc(Br)cc2)n(C)c1=O	2	-12	2	0	-12	5	-12	25	-18	5
Cn1c(N)c(C(=O)COC(=O)CCc2ccccc2)c(=O)n(C)c1=O	6	5	3	1	-3	-2	-2	-6	-7	-2
O=C(CSc1ccc(Cl)cc1)N1CCCC1	-2	7	-1	-2	-2	-3	-19	0	0	0
CCN(CC)C(=O)C1=C(C)N(CCC2=CCCCC2)C(=O)C(CC(=O)NCCCCc2ccccc2)C1 (stereo not given)	-5	-8	0	-1	9	0	-2	2	-1	-3
CCc1ccc(NC(=O)C/C(C)=N/NC(=O)OCc2ccc(OC)cc2)cc1	1	-8	-3	5	7	2	-14	0	0	5
C[C@H](NC(=O)N1CCn2c1nc1ccccc12)C(=O)NCc1ccccc1	-2	-7	1	3	-1	1	-4	0	2	5
COc1ccc(NC(=O)C2CCN(C(=O)C3CC(=O)N(c4ccc(C)cc4)C3)CC2)cc1 (stereo not given)	7	-4	1	-2	2	4	-2	-5	1	-7
CC(C)Oc1cccc(NC(=O)C2(C)CCN2C(=O)C(C)C)c1 (stereo not given)	2	.	0	2	1	-3	6	-1	-6	2
O=c1n(CC2CO2)c(=O)n(CC2CO2)c(=O)n1CC1CO1 (stereo not given)	2	-2	0	3	0	1	1	2	9	-3
Cc1ccc(S(=O)(=O)Nc2nc3ccccc3nc2NCc2ccco2)cc1	33*	43*	-4	5	-1	-2	55*	-8	23*	67*
O=C(CNc1ccccc1)N/N=C/c1ccc([N+](=O)[O-])o1	5	4	-2	-2	-4	-2	5	9	8	3
COc1ccc(-n2nnc3c(=O)n(CC(=O)OCc4ccccc4)cnc32)cc1	-2	0	-2	4	-1	0	0	2	-9	-2
O=C(Cc1cccc(F)c1)N1CCOCC1	-5	5	-1	7	7	-2	-2	-1	4	2

Shown in CSV form: part of the list above
SMILES,PRMT1 inh,HTRA1 inhibitor,UHRF1 binding,GC-A act,GC-B act,MBD2 DNA inh,ABHD4 inh,rCAG binder,SIAE primary,TCR CD3 inh
COc1ccc(NC(=O)C2CCN(C(=O)C3CC(=O)N(c4ccc(C)cc4)C3)CC2)cc1 (stereo not given),7,-4,1,-2,2,4,-2,-5,1,-7
CC(C)Oc1cccc(NC(=O)C2(C)CCN2C(=O)C(C)C)c1 (stereo not given),2,.,0,2,1,-3,6,-1,-6,2

(next part)
SMILES	PRMT1 inh	HTRA1 inhibitor	UHRF1 binding	GC-A act	GC-B act	MBD2 DNA inh	ABHD4 inh	rCAG binder	SIAE primary	TCR CD3 inh
O=C(NCCc1ccccc1)c1cc(S(=O)(=O)N2CCOCC2)ccc1F	-1	-1	1	-2	-1	-2	10	-3	-8	12
CCCCOc1ccc(OC(=O)Nc2cc(Cl)ccc2OC)cc1	2	4	2	5	1	3	2	2	3	-4
CCc1ccc(CN2CCCC(C(=O)Nc3ccc(-c4cscn4)cc3)C2)o1 (stereo not given)	0	-9	-3	1	-2	0	5	-3	10	6
O=C(Nc1ccccc1)c1nn(-c2cccc(C(F)(F)F)c2)ccc1=O	0	-3	0	-2	-5	1	-10	-3	-3	-3
O=C(CSc1nc2ccc([N+](=O)[O-])cc2[nH]1)NC1CCCC1	-3	-3	-2	4	6	-9	8	4	8	3
COc1cc(C=O)ccc1OCCCOc1ccc([N+](=O)[O-])cc1	-1	-11	-1	0	3	0	0	3	3	-5
CCc1ccccc1OCC(=O)Nc1cc(S(=O)(=O)N2CCOCC2)ccc1N1CCCCC1	5	-24	5	1	4	5	-16	4	-6	3
CC(NC(N)=O)C(=O)NCC(=O)OCc1ccccc1 (stereo not given)	9	8	8	-2	1	12	-5	2	0	3
O=C(Cc1cn(Cc2ccccc2)c2ccccc12)Nc1ccc(Nc2cccnc2)c(Br)c1	4	.	-2	1	-3	-1	16	15	18*	-3
CSCCC(NC(=O)c1ccc(Cl)cc1Cl)C(=O)OC(C)C(=O)NCc1ccco1 (stereo not given)	2	3	0	-1	-7	-2	5	-2	1	-3
Cc1[nH]c(=S)[nH]c(=O)c1CCOc1ccccc1	0	2	-2	-6	-4	-7	-5	0	4	3
CC(O)CNCc1ccc(Cl)cc1Cl (stereo not given)	2	5	-2	4	1	-2	0	0	4	6
CC(=O)NCCc1nc2ccccc2n1Cc1cccc(C)c1	2	1	0	-4	-11	3	7	-5	-3	3
CCOc1ccc(/C=N/n2c(SC)nnc(C(C)(C)C)c2=O)cc1	0	0	-1	-1	-6	-5	9	-3	-2	0
Cn1ncc(Cl)c1C(=O)NCc1ccc2c(c1)OCO2	1	2	2	2	4	-1	6	-2	-6	1
COc1cccc(/C=C/C(=O)OCC(=O)Nc2ccc(Cl)c(S(=O)(=O)N(C)C)c2)c1	-3	-39	-2	-2	1	1	-17	5	-58	8
CCC(=O)Nc1ccccc1C(=O)OCc1ccc(C(=O)c2ccccc2)cc1	1	-22	-2	-3	-2	0	-14	-2	-3	3
O=C(COC(=O)Cc1cccc(C(F)(F)F)c1)NCC1CCCO1 (stereo not given)	1	8	14	2	3	4	-5	-3	4	1
Cc1ccc(NC(=O)Cc2nc(COC(=O)Cc3cccc(C(F)(F)F)c3)cs2)cc1	-1	-29	-1	-1	7	0	2	6	-6	4
O=C(O)c1ccc(N/N=C/c2cc(Br)cs2)cc1	1	4	-2	12	-4	-5	6	9	4	13
COC(=O)c1sccc1NC(=O)/C=C/c1ccc(Cl)cc1Cl	0	4	7	-2	-3	3	0	1	-4	0
COc1cccc(/C=C/c2n[nH]c(=O)c(C#N)c2C)c1	2	4	0	-1	-7	3	2	1	-6	-2
CCCS(=O)(=O)N1CCC(C(=O)N2CCN(C(=O)OCC)CC2)CC1	2	1	0	4	6	-1	-7	-1	-3	-8
Cc1cc(C(=O)CSc2nc(N)cc(=O)[nH]2)ccc1F	3	3	1	-3	-3	4	2	0	-2	-5
O=C(NCC1CC1)Nc1cccs1	-2	0	-1	3	-3	3	-2	-1	12	9
CCN1CCCC1CNC(=O)c1cc(COc2ccc(C)c(C)c2)on1 (stereo not given)	-1	-10	-2	2	2	3	-2	-2	9	-1
CN(C)S(=O)(=O)N(CC(=O)Nc1ccccc1)c1ccccc1	0	-2	-2	-1	3	3	5	-2	0	-3
Cc1cccc(N2C(=O)/C(=C\c3ccc(OC(F)F)cc3)c3ccccc3C2=O)c1	0	2	-1	13	0	-4	1	16	1	2
N#CC1=C(N)OC2=C(C(=O)CCC2)C1c1ccncc1 (stereo not given)	-2	4	-1	2	4	-1	-1	2	1	6
C=CCN1C(=O)[C@@H](CC(=O)N2CCCCC2)[C@]2(C(=O)OC)CCCCC=C12	-3	.	2	3	-1	-3	7	5	7	.
CCN(C(=O)COC(=O)c1c2c(nc3ccccc13)/C(=C/c1ccccc1)CC(C)C2)C1CCS(=O)(=O)C1 (stereo not given)	-3	-63	1	3	3	0	-22	9	-12	9
O=C(COc1ccc([N+](=O)[O-])cc1Cl)N1CCc2ccccc21	8	-8	6	0	1	9	-21	9	-8	1

High-throughput results from PubChem BioAssay.

A portion of the library, so the mix of outcomes need not match the whole.
